LAP4-GFP MLPCN = alters LAP4-GFP fluorescence in TOR pathway yeast screen; AID 2023; GFP response vs DMSO, % at 10 µM; S. cerevisiae LAP4-GFP multiplex, flow cytometry GFP, 3 h; median GFP as percent of DMSO wells; hit rate 0.34% among 320,000;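 active = GFP response vs DMSO above a set limit, about the screen mean plus 3 SD, cut at about 150% in these data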
AHR activator = activators of human aryl hydrocarbon receptor; P35869; AHR-responsive luciferase reporter cells, luminescence; activation, % at 5 µM; hit rate 2.5% among 320,000; AID 2796; in the data active = activation above about 47%;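 note: 0% = vehicle wells and 100% = reference agonist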
procasp3 activ = procaspase-3 (human) activation | recombinant procaspase-3 D3A, Ac-DEVD-pNA absorbance 405 nm | activation, % at 8.5 µM | hit rate 0.11% among 330,000 | AID 463141;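 active = activation above the mean of all tested compounds plus 3 SD, cut at about 21% in these data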;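 note: 0% = DMSO alone and 100% = DMSO wells spiked with extra 5 µM PC-3 D3A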
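Test system: Procaspase-3 D3A mutant; medium: Zinc-free HEPES/NaCl buffer with 0.01% Triton X-100 at pH 7.4; reagent: DEVD-pNA substrate; doses: one concentration, 8.5 µM nominal, 0.8% DMSO; times: 1 h preincubation plus 2 h reaction at 25 °C; signal: Epi-absorbance at 405 nm of released p-nitroaniline, 0 and 120 min; replicates: singlicate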
ZTA DNA inh = blocks Epstein-Barr virus ZTA, an EBNA-1 counter-screen; hit rate 0.15% among 320,000; AID 2234; ZTA-DNA binding, fluorescence polarization; inhibition, % at 11 µM; in the data active = inhibition above about 33%
procasp7 counter = counter-screen: procaspase-7 (human) activation. AID 463210. activation, % at 8.5 µM. hit rate 0.093% among 330,000. recombinant procaspase-7, Ac-DEVD-pNA absorbance 405 nm; D23A/D198A/D206A triple mutant, cannot self-cleave; scale: DMSO 0, 5 µM enzyme 100;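 active = percent activation above the screen-wide mean plus 3 SD, cut at about 25% in these data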
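System: Procaspase-7 triple mutant (PC-7 D3A); measure: % activation from two-timepoint absorbance difference, scaled to controls; times: 1 h compound preincubation, 2 h substrate cleavage, 25 °C; also added: Ac-DEVD-pNA substrate, 400 µM as added; measured by: Epi-absorbance of released pNA at 405 nm, two timepoints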
EBNA-1 inh = blocks EBNA-1 binding to DNA; inhibition, % at 14.8 µM; EBNA-1 DNA binding, fluorescence polarization; hit rate 0.34% among 300,000; AID 1950; in the data active = inhibition above about 28%
MEP2-GFP yeast = modulators of TOR pathway MEP2-GFP in S. cerevisiae; GFP response vs DMSO, % at 10 µM; S. cerevisiae MEP2-GFP strain, flow cytometry GFP, 3 h; 100% = DMSO control level; hit rate 0.51% among 330,000;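 active = GFP response versus DMSO above a set limit, roughly screen mean plus 3 SD, cut at about 180% in these data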;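 note: median GFP fluorescence of the barcode-gated MEP2-GFP cells per well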
RPL19A-GFP yeast = alters RPL19A-GFP fluorescence in TOR pathway yeast screen; S. cerevisiae RPL19A-GFP strain, flow cytometry, 3 h; active compounds read low; percent response vs DMSO, % at 10 µM; hit rate 0.3% among 330,000;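 active = percent response vs DMSO below 50%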;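 note: median channel GFP fluorescence of the barcoded RPL19A-GFP strain; ratio of sample median GFP to plate DMSO average so 100% = DMSO; lower means less RPL19A-GFP as with rapamycin TOR inhibition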
Starred values were filed as active, the others as inactive; . = no result given. Rows are unselected. About 3.8% of those tested had a hit in this group.

entry	Structure	LAP4-GFP MLPCN	AHR activator	procasp3 activ	ZTA DNA inh
1	Cc1ccccc1OCc1nc2c3c(ncn2n1)-c1ccccc1CC31CCCC1	95	4	-5	-1
2	COc1cc(NC(=O)c2cccnc2)c(OC)cc1NC(=O)c1ccc(Br)cc1	99	43	5	19
3	CCN1CCN(C(=O)C2CC(c3ccc(F)cc3)=NO2)CC1 (stereo unspecified)	105	0	-3	9
4	O=C(NCCCn1ccnc1)c1cc(C2CC2)on1	108	21	-3	16
5	Cn1c(CSCc2ccc(Cl)cc2)nnc1SCC(=O)Nc1nccs1	100	0	3	-4
6	COc1ccc(CNC(=O)COC(=O)[C@@H]2CCCN2C(=O)c2cccs2)cc1	109	-1	5	.
7	O=C(/C=C/c1cc(Br)ccc1O)c1ccco1	196*	2	-5	2
8	CC(Sc1nnc(-c2ccccc2F)n1C1CC1)C(=O)NCc1ccco1 (stereo unspecified)	92	3	-5	-16
9	CCc1nnc(NC(=O)CSc2nnc(-c3ccc(S(=O)(=O)N(CC)CC)cc3)n2CC)s1	102	3	2	0
10	CCc1cccc2c(C(=O)COC(=O)c3nccnc3N)c[nH]c12	104	27	-4	4

entry	procasp7 counter	EBNA-1 inh	MEP2-GFP yeast	RPL19A-GFP yeast
1	3	0	102	103
2	2	-2	105	101
3	1	3	108	101
4	8	-5	96	103
5	13	6	104	101
6	7	.	101	102
7	-10	-4	87	77
8	2	.	97	95
9	3	5	100	96
10	-7	-6	99	100

(listing goes on)
entry	Structure	LAP4-GFP MLPCN	AHR activator	procasp3 activ	ZTA DNA inh
11	CS(=O)(=O)c1ccc(C(=O)NNC(=O)c2cccs2)cc1	98	0	-2	.
12	O=C(Cn1ccc(C(F)(F)F)n1)N/N=C/c1ccc(N2CCOCC2)cc1	108	5	3	13
13	CSCCC(NS(=O)(=O)c1ccc(C)cc1)C(=O)N1CCCC1 (stereo unspecified)	83	-3	-5	-1
14	COc1cccc(N2CCN(S(=O)(=O)c3cc4c(cc3Cl)NC(=O)CO4)CC2)c1	105	12	12	12
15	O=C(/C=C/c1cc2ccccc2o1)c1ccccc1O	105	-1	-5	-2
16	CCC[C@@H]1C[C@@]1(CCC)[C@@H](NP(=O)(c1ccccc1)c1ccccc1)c1ccc(C(=O)OC)cc1	101	-1	3	-19
17	COc1ccccc1CCNC(=O)CN1C(=O)NC2(CCCC2)C1=O	100	-2	-4	3
18	O=C(O)CCCNC(=O)c1cncc(O)c1	96	-2	1	2
19	N#Cc1cccc(S(=O)(=O)NCCOc2ccccc2F)c1	101	2	3	-7
20	CC1CCCCN1C(=O)Cc1ccc(Cl)cc1 (stereo unspecified)	96	-1	8	-16

entry	procasp7 counter	EBNA-1 inh	MEP2-GFP yeast	RPL19A-GFP yeast
11	-10	.	98	98
12	10	2	98	97
13	0	-7	106	101
14	2	32*	106	101
15	-2	-2	102	100
16	0	2	92	98
17	4	9	99	93
18	6	-9	97	94
19	0	.	99	96
20	1	9	92	95

Continuation.
entry	Structure	LAP4-GFP MLPCN	AHR activator	procasp3 activ	ZTA DNA inh
21	O=C(O)C1CCCCC1C(=O)Nc1ccc2c(c1)CCC2 (stereo unspecified)	99	7	4	19
22	Cc1ccc(Nc2nc(N)nc(CSC(=S)N3CCOCC3)n2)c(C)c1	96	4	0	-23
23	CCC(SC1=N/C(=C/c2ccccc2OC)C(=O)N1c1ccccc1)C(=O)Nc1cc(C)on1 (stereo unspecified)	96	2	-11	-20
24	O=C(CSc1cccc[n+]1[O-])N1CCc2ccccc21	101	12	-7	15
25	CCCCOC(=O)c1ccc(NC(=S)NC(=O)c2c(Br)c(C)nn2C)cc1	95	-1	-5	9
26	CC(=O)c1c(N2CCOCC2)nc2ccc(Br)cc2c1-c1ccccc1	103	2	-13	1
27	COc1cc(/C=N/NC(=O)c2cnn3c(C)cc(-c4ccccc4)nc23)ccc1O	92	11	3	-4
28	Cn1c(=O)c2cc(S(=O)(=O)NC(C(=O)NCc3ccccn3)c3ccccc3)ccc2n(C)c1=O (stereo unspecified)	102	3	-6	-10
29	CC(C)C[C@H](NC(=O)c1cc2cc(Cl)ccc2n1C)C(=O)N1CCC[C@H]1C(=O)O	111	5	1	-2
30	COC(=O)C(=Cc1ccccc1[N+](=O)[O-])C(=O)OC	100	1	1	6

entry	procasp7 counter	EBNA-1 inh	MEP2-GFP yeast	RPL19A-GFP yeast
21	-1	-9	100	98
22	8	13	100	103
23	-10	-7	101	92
24	0	-3	103	99
25	-2	13	108	109
26	7	-4	90	96
27	1	3	143	95
28	5	-3	124	102
29	4	3	98	105
30	0	13	101	96

Next results follow:
entry	Structure	LAP4-GFP MLPCN	AHR activator	procasp3 activ	ZTA DNA inh
31	CCOC(=O)C1=C(CC)OC(N)=C(C#N)C1c1ccc(NC(C)=O)cc1 (stereo unspecified)	105	1	0	-6
32	N#CC12CCCCC1CC1CCCCC1(C#N)N2Cc1cccnc1 (stereo unspecified)	115	6	-3	-3
33	COc1ccccc1NC(=O)COC(=O)c1cc([N+](=O)[O-])ccc1N1CCCC1	106	2	-4	-1
34	CCCC(=O)Nc1cc(C)c2c(=O)oc3ccccc3c2n1	105	53*	1	-15
35	CCOc1ccc(CN(C(=O)/C=C/c2ccco2)C2CCS(=O)(=O)C2)cc1 (stereo unspecified)	92	2	1	8
36	O=C(CCC(=O)c1cccs1)OCC(=O)N1CCN(C(=O)c2ccco2)CC1	91	0	4	7
37	CC(=O)Nc1cc(OC(=O)c2ccco2)cc(OC(=O)c2ccco2)c1	104	-3	12	-15
38	CCCN1CC(O)=C(C#N)C1=O	95	9	0	-8
39	Cc1nc2ccccc2c(=O)n1NC(=O)c1c(F)cccc1F	102	0	-9	1
40	COc1ccccc1CNC(=O)/C=C/c1ccc(S(=O)(=O)N2CCOCC2)cc1	109	1	1	5

entry	procasp7 counter	EBNA-1 inh	MEP2-GFP yeast	RPL19A-GFP yeast
31	6	-4	107	108
32	4	-9	110	109
33	-15	.	96	92
34	6	0	104	99
35	1	-8	93	99
36	10	5	111	98
37	5	-12	100	98
38	5	-4	102	100
39	0	0	110	102
40	0	-3	92	95

Next structures
entry	Structure	LAP4-GFP MLPCN	AHR activator	procasp3 activ	ZTA DNA inh
41	O=C(Nc1ccccc1-c1nc2ccccc2[nH]c1=O)c1cccs1	99	-2	-5	-5
42	COc1ccc(S(=O)(=O)N2CCN(C(=O)CCNC(=O)c3ccccc3Cl)CC2)cc1	95	0	4	6
43	C=CCSc1nnc(NC(=O)c2cn(CC)c3nc(C)ccc3c2=O)s1	98	2	14	17
44	Nc1nonc1-n1nnc(C(=O)N/N=C/c2ccoc2)c1CSc1ccc(Cl)cc1	99	6	7	-2
45	CC1CCN(C2=C(NS(=O)(=O)c3ccc(Cl)cc3)C(=O)c3ccccc3C2=O)CC1	93	10	1	19
46	CC(=O)C1=C(C)Nc2ncnn2C1c1cccc(O)c1 (stereo unspecified)	94	2	2	-7
47	O=C(N/N=C/c1ccc(OCCCF)cc1)c1ccc(C(F)(F)F)cc1	83	5	2	-9
48	COc1cccc(/C=N/NC(=O)c2cc3c(OC)ccc(OC)c3[nH]2)c1O	105	84*	-10	23
49	O=C(NCc1n[nH]c(=S)n1-c1ccc(F)cc1)c1ccc(S(=O)(=O)N2CCCCC2)cc1	95	1	0	-5
50	CCCC1C(=O)Nc2ccccc2N1C(=O)c1ccc(C(C)(C)C)cc1 (stereo unspecified)	89	5	-2	-22

entry	procasp7 counter	EBNA-1 inh	MEP2-GFP yeast	RPL19A-GFP yeast
41	0	-2	111	100
42	11	.	104	102
43	3	4	97	98
44	-10	-14	105	97
45	0	-2	101	103
46	4	-2	101	104
47	7	-14	91	105
48	-17	-4	98	98
49	6	-3	93	94
50	-7	-9	101	102

Following part
entry	Structure	LAP4-GFP MLPCN	AHR activator	procasp3 activ	ZTA DNA inh
51	CCOc1ccc(C(C)NC(=O)CCC(=O)O)cc1 (stereo unspecified)	99	2	2	11
52	CC(=O)CCc1c[nH]c2c(C(=O)O)cccc12	99	3	8	0
53	COc1ccc(C2=NN(Cc3c(F)cccc3Cl)C(=O)CC2)cc1	106	16	-4	16
54	COC(=O)c1ccc(NC(=O)c2ccc(F)cc2)o1	102	8	-13	12
55	O=c1c2ccccc2nc(/C=C/c2ccc(Br)cc2)n1CCO	.	4	-36	2
56	CCOC(=O)C1CCN(C(=O)N(C)C)CC1	110	0	-6	-4
57	Cc1ccc(N2C(=O)[C@@H]3C(C(=O)C(c4ccccc4)c4ccccc4)=NN[C@@H]3C2=O)cc1	94	-1	-19	5
58	CC1(C)Oc2ccc3ccc(=O)oc3c2/C(=N/O)C1=O	92	3	-33	3
59	Cc1cccc(C)c1NC(=O)/C(C#N)=C/c1ccsc1	102	1	-1	3
60	CCOc1cc(S(=O)(=O)n2cnc(C)c2)ccc1Cl	109	4	-2	-17

entry	procasp7 counter	EBNA-1 inh	MEP2-GFP yeast	RPL19A-GFP yeast
51	-5	5	108	102
52	-2	-6	100	95
53	4	4	100	99
54	-2	-4	108	98
55	-70	-2	102	104
56	14	-3	110	99
57	3	0	96	105
58	-31	-7	101	99
59	-2	0	94	101
60	2	1	100	96

Complete entries, looked up by structure. Order of screens: LAP4-GFP MLPCN, AHR activator, procasp3 activ, ZTA DNA inh, procasp7 counter, EBNA-1 inh, MEP2-GFP yeast, RPL19A-GFP yeast
CC1(C)Oc2ccc3ccc(=O)oc3c2/C(=N/O)C1=O across the screens: 92, 3, -33, 3, -31, -7, 101, 99
CCOc1ccc(C(C)NC(=O)CCC(=O)O)cc1 (stereo unspecified) across the screens: 99, 2, 2, 11, -5, 5, 108, 102

Additional structures.
entry	Structure	LAP4-GFP MLPCN	AHR activator	procasp3 activ	ZTA DNA inh
61	O=C(CSc1ncccn1)Nc1cccc(S(=O)(=O)N2CCOCC2)c1	88	0	8	.
62	COc1ccc(/C(O)=C2\C(=O)C(=O)N(Cc3ccco3)C2c2cc(OC)ccc2OC)cc1 (stereo unspecified)	102	0	-3	-10
63	COC(=O)CCCNC(=O)CC1C(=O)NCCN1Cc1ccoc1 (stereo unspecified)	93	-2	0	-15
64	O=C1CN(C(=O)CSc2nc3ccccc3c(=O)n2CC2CCCO2)c2ccccc2N1 (stereo unspecified)	106	1	3	-10

entry	procasp7 counter	EBNA-1 inh	MEP2-GFP yeast	RPL19A-GFP yeast
61	2	.	91	100
62	-30	-9	99	96
63	-3	-1	105	100
64	13	-10	97	98

Among those listed so far, these have two or more sulfur atoms.
entry	Structure	LAP4-GFP MLPCN	AHR activator	procasp3 activ	ZTA DNA inh
5	Cn1c(CSCc2ccc(Cl)cc2)nnc1SCC(=O)Nc1nccs1	100	0	3	-4
9	CCc1nnc(NC(=O)CSc2nnc(-c3ccc(S(=O)(=O)N(CC)CC)cc3)n2CC)s1	102	3	2	0
11	CS(=O)(=O)c1ccc(C(=O)NNC(=O)c2cccs2)cc1	98	0	-2	.
13	CSCCC(NS(=O)(=O)c1ccc(C)cc1)C(=O)N1CCCC1 (stereo unspecified)	83	-3	-5	-1
22	Cc1ccc(Nc2nc(N)nc(CSC(=S)N3CCOCC3)n2)c(C)c1	96	4	0	-23
43	C=CCSc1nnc(NC(=O)c2cn(CC)c3nc(C)ccc3c2=O)s1	98	2	14	17
49	O=C(NCc1n[nH]c(=S)n1-c1ccc(F)cc1)c1ccc(S(=O)(=O)N2CCCCC2)cc1	95	1	0	-5
61	O=C(CSc1ncccn1)Nc1cccc(S(=O)(=O)N2CCOCC2)c1	88	0	8	.

entry	procasp7 counter	EBNA-1 inh	MEP2-GFP yeast	RPL19A-GFP yeast
5	13	6	104	101
9	3	5	100	96
11	-10	.	98	98
13	0	-7	106	101
22	8	13	100	103
43	3	4	97	98
49	6	-3	93	94
61	2	.	91	100

Screens as filed in PubChem BioAssay.
